CHT block: inhibitors of human choline transporter CHT. High affinity choline transporter 1 (Homo sapiens), Q9GZV3. CHT-expressing cells, membrane potential dye, choline response; active compounds read low. B-score at 10 µM. 310,000 compounds, 0.86% hits. AID 488975, 2010;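 active = B-score over 3 SD under the library average, and starting fluorescence ratio not unusually high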;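 note: choline stimulus applied at its EC90 after an EC20 pre-addition; B-score computed on integrated fluorescence ratio after choline addition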
Target sequence (Q9GZV3 whole entry, looked up): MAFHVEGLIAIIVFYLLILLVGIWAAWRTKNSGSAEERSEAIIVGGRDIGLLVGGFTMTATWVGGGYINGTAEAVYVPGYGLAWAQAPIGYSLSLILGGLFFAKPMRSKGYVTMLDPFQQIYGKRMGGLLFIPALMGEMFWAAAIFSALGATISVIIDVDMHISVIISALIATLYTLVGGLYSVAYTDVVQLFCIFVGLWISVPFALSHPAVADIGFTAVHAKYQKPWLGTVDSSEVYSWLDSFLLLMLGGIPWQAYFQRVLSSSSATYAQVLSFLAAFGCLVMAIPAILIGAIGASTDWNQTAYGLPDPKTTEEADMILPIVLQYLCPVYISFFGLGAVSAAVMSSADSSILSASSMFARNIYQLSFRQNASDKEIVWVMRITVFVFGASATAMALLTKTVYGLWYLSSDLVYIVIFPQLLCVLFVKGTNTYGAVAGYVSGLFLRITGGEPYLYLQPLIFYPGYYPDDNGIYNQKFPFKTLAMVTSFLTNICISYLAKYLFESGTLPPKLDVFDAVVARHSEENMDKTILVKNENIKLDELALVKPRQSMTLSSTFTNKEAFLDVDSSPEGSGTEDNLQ
Kir21 inh: inhibitors of mouse Kir2.1 inward-rectifier potassium channel | Inward rectifier potassium channel 2 (Mus musculus), P35561 | HEK293-Kir2.1, FluxOR thallium flux fluorescence; active compounds read low | B-score at 10 µM | 310,000 compounds, 0.85% hits | AID 1672, 2009;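 active = fluorescence ratio B-score at or below minus 3 SD of library scores, with starting-brightness B-score within 2 SD, cut at about -4.2 in these data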;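 note: channel flux triggered by added potassium and thallium sulfate stimulus; B-score of peak minus minimum fluorescence over baseline after thallium stimulus; more negative B-score means stronger Kir2.1 block with less thallium influx; some compounds called inactive have numbers as strong as hits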
Target sequence (P35561 whole entry, looked up): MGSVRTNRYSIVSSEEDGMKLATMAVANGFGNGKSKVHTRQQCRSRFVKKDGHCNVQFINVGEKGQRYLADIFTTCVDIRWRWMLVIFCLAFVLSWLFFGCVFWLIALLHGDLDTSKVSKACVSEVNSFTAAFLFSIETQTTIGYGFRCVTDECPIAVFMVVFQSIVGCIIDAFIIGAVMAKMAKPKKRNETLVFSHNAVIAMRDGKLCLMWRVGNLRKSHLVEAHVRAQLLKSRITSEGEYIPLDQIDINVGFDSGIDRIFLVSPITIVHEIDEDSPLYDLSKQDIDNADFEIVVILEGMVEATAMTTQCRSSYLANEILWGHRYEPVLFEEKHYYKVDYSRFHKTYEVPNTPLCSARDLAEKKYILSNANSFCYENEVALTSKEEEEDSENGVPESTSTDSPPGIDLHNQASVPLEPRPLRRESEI
* hit, by the source's call; i = inactive; / = no result given.

Value order: CHT block | Kir21 inh
> CC1CCCCN1c1nc2nonc2nc1N1CCCCC1C (stereo not given)
  i | -0.75
> CC1(c2ccccc2)NC(=O)N(CC(=O)NCc2cccc(Cl)c2)C1=O (stereo not given)
  i | -1.04
> O=[N+]([O-])c1ccc(/C=N/Nc2nc3ccccc3o2)cc1
  i | -0.41
> Cc1ccc2nc(-c3ccc4c(c3)OCCO4)cc(C(=O)O)c2c1
  i | 0.03
> Cc1ccc(C)c(N2CCN(C3CCCC(C)C3)CC2)c1 (stereo not given)
  i | -0.44
> CCOC(=O)/C(C#N)=C/C1=C(N2CCOCC2)C(C)(C)OCC1
  i | -0.88
> Cn1cc(SCC(=O)NCC2CCCO2)c2ccccc21 (stereo not given)
  i | -0.99
> Cc1ccc(S(=O)(=O)Nc2cccnc2Oc2ccc(Cl)cc2)cc1
  i | -5.01*
> CNC(=O)CN(c1ccc(C(C)C)cc1)S(C)(=O)=O
  i | -0.86
> Cc1cc(C)nc(SCC(=O)OCC(=O)Nc2ccccc2)n1
  i | -1.21
> CC(Sc1nncs1)C(=O)NCc1ccc2c(c1)OCO2 (stereo not given)
  i | -0.09
> Cc1cccc(C(=O)N2CCCC(N3CCN(Cc4ccc5c(c4)OCO5)CC3)C2)n1 (stereo not given)
  i | -0.16
> OCC[C@H]1C[C@H](O)[C@@H](O)[C@]2(OCCc3ccccc32)O1
  i | /
> CCn1c(NC(=O)C(C)C)c(-c2ccccc2)c(=O)c2ccccc21
  i | 0.03
> CN(CCCNC(=O)c1nn(C)c2c1CS(=O)(=O)c1ccccc1-2)Cc1ccccc1
  i | -0.81
> CSc1nc(NCC(C)C)c2c3c(sc2n1)CN(C)CC3
  i | -2.09
> COCCCN1C(=O)c2ccc(C(=O)N3CCN(c4ccccc4OC)CC3)cc2C1=O
  i | -1.26
> CC(C)c1ccc(C(=O)NC(=S)NCc2cccnc2)cc1
  i | -0.82
> CCn1c(=O)c2cc(C(=O)Nc3ccccc3OC)sc2c2ccccc21
  i | -0.17
> O=C(c1cc(Cl)ccc1F)N1CCCC(Nc2ccc3c(c2)OCCO3)C1 (stereo not given)
  i | 0
> CN(CCC1CCOCC1)C(=O)CC1C(=O)NCCN1Cc1cccc(F)c1 (stereo not given)
  i | 0.26
> COc1ccccc1N1C(=O)CC(Sc2ncccc2C(=O)O)C1=O (stereo not given)
  i | -0.19
> CN1CCN(CC#CCC(O)(c2ccccc2)C2CCCC2)CC1 (stereo not given)
  i | -2.06
> O=C1CCC(C(=O)N2CCSCC2)CN1CCc1ccccc1 (stereo not given)
  i | -0.23
> CC(=O)N1CCN(c2ccccc2NC(=O)c2ccco2)CC1
  i | 1.7
> COc1cccc(C(=O)NC2(C(F)(F)F)N=C3SCCN3C2=O)c1 (stereo not given)
  i | 0.3
> CCOc1ccc(Nc2nc(-c3cccnc3)cs2)cc1
  i | 0.88
> CC(C)Cc1nnc(NC(=O)C2CCN(C(=O)c3ccc(F)cc3)CC2)s1
  i | 0.94
> CCOc1ccccc1N1CCN(C(=O)c2cc(-c3cccnc3)nc3c(Cl)cccc23)CC1
  i | -0.07
> COc1ccc(-c2noc3c2-c2nc(-c4ccccc4C)sc2CC3)cc1
  i | 0.65

Entries above with a carbonyl joined to an NH by a bond outside any ring:
Value order: CHT block | Kir21 inh
> CC1(c2ccccc2)NC(=O)N(CC(=O)NCc2cccc(Cl)c2)C1=O (stereo not given)
  i | -1.04
> Cn1cc(SCC(=O)NCC2CCCO2)c2ccccc21 (stereo not given)
  i | -0.99
> CNC(=O)CN(c1ccc(C(C)C)cc1)S(C)(=O)=O
  i | -0.86
> Cc1cc(C)nc(SCC(=O)OCC(=O)Nc2ccccc2)n1
  i | -1.21
> CC(Sc1nncs1)C(=O)NCc1ccc2c(c1)OCO2 (stereo not given)
  i | -0.09
> CCn1c(NC(=O)C(C)C)c(-c2ccccc2)c(=O)c2ccccc21
  i | 0.03
> CN(CCCNC(=O)c1nn(C)c2c1CS(=O)(=O)c1ccccc1-2)Cc1ccccc1
  i | -0.81
> CC(C)c1ccc(C(=O)NC(=S)NCc2cccnc2)cc1
  i | -0.82
> CCn1c(=O)c2cc(C(=O)Nc3ccccc3OC)sc2c2ccccc21
  i | -0.17
> CC(=O)N1CCN(c2ccccc2NC(=O)c2ccco2)CC1
  i | 1.7
> COc1cccc(C(=O)NC2(C(F)(F)F)N=C3SCCN3C2=O)c1 (stereo not given)
  i | 0.3
> CC(C)Cc1nnc(NC(=O)C2CCN(C(=O)c3ccc(F)cc3)CC2)s1
  i | 0.94

Further entries:
Value order: CHT block | Kir21 inh
> CCOc1ccc(NC(=O)CNS(=O)(=O)c2c(C)cc(C)cc2C)cc1
  i | 0.29
> CC(C(=O)Nc1ccc(S(=O)(=O)N2CCOCC2)cc1)N1CCN(c2ccccn2)CC1 (stereo not given)
  i | 0.62
> Cn1c(N)c(C(c2ccccc2)c2c(N)n(C)c(=O)n(C)c2=O)c(=O)n(C)c1=O
  i | -0.3
> O=C(N1CCOCC1)N1c2ccccc2Sc2ccccc21
  i | -2.94
> O=C1c2ccccc2C(=O)N1CCCc1nc(-c2ccccn2)no1
  i | -0.7
> O=C(Cc1ccon1)c1ccc(O)cc1O
  i | 0.16
> CN(CCOc1ccccc1)CC(=O)Nc1ccc([N+](=O)[O-])cc1Cl
  i | -0.38
> Cc1ccc(CNC(=O)CSc2ccc(-c3ccccn3)nn2)cc1
  i | 0.63
> O=C(NCCNC(=O)C1CC2CCC1C2)C1CC2CCC1C2 (stereo not given)
  i | 0.66
> Cn1c[n+](C)cc1/C=N/O
  i | -1.53
> CCOC(=O)c1c(S(=O)(=O)NCC(=O)NCc2cccc(C)c2)c(C)n(C)c1C
  i | 0.77
> CC(C)N(C(=O)CSc1nc2c([nH]1)c(=O)n(C)c(=O)n2C)c1ccccc1
  i | 1.97
> C=CCN(c1ccccc1)S(=O)(=O)c1cccc(C(=O)N2CCCC2)c1
  i | -0.95
> COc1ccc(C/C(N)=N/OC(=O)C(c2ccccc2)c2ccccc2)cc1OC
  i | 0.14
> Cc1cc(/C=C2\NC(=S)N(C)C2=O)ccc1N1CCCC1
  i | -0.82

Other compounds:
SMILES | CHT block | Kir21 inh
Cn1cccc1/C=N/N1CCN(c2ccccn2)CC1 | i | -2.81
CCN1CCC2(CC1)C(C#N)=C(N)Oc1c2sc2nc(C)cc(C)c12 | i | -1.29
COc1cc(-c2c(-c3cccc(C)c3)oc3ccccc23)cc(OC)c1OC | i | 0.54
CCOC(=O)c1cnc(C(C)(C)C)[nH]c1=O | i | -0.27
COc1ccc(N(CC(=O)NCCOc2ccccc2)S(=O)(=O)c2ccc(C)cc2)cc1 | i | -0.36
CN(C)C(=O)C1C2NC(=S)N(c3cccc(Cl)c3)C1(C)Oc1ccc(Cl)cc12 (stereo not given) | i | 0.04
N/C(=N\OC(=O)c1ccco1)c1ccccc1 | i | -0.89
Cc1ccccc1N1CCN(C2CCCN(C(=O)CCc3c(C)noc3C)C2)CC1 (stereo not given) | i | -0.63
COc1cccc(CC(=O)N2CCCC(CO)(Cc3ccc(F)cc3F)C2)c1 (stereo not given) | i | 0.05
COc1ccc(Nc2nc3c(C)cccn3c(=O)c2C=O)cc1 | / | 0.1
NCCCC[C@@H]1NC(=O)c2cc([N+](=O)[O-])cc(I)c2SC[C@@H](C(=O)NCC(N)=O)NC(=O)CNC1=O | i | 2.7
CNC(=O)CC1C(=O)N(c2ccc(Cl)cc2)C(=S)N1NC(=O)c1cccc(F)c1 (stereo not given) | i | -1.45
CC1(C)Oc2ccc(C(=O)NC3CCCC3)cc2N(CC(=O)NC2CCCC2)C1=O | i | 0.21
CCOC(=O)C1=C(C)N=C2SC(CC)C(=O)N2C1c1cccc(F)c1 (stereo not given) | i | -1.14
COc1ccc(NC(=O)c2c[nH]c(=O)n(-c3ccc(C)c(C)c3)c2=O)cc1OC | i | -0.9
O=C(Nc1cccnc1)c1cccnc1Cl | i | 0.43
O=C(O)c1ccccc1NSc1ccccc1[N+](=O)[O-] | -5.41* | 0.23
COc1ccc2nc(SCCOC(=O)Nc3ccc(Cl)cc3)nc(C)c2c1 | i | -5.68*
Cc1ccc(CSCC(=O)N(C)CC(=O)Nc2ccccc2C(F)(F)F)cc1 | i | -1.11
CCCN(Cc1ccccc1)S(=O)(=O)c1ccc(N2C(=O)CCC2=O)cc1 | i | 0.44
O=C(NC1CCSc2ccccc21)c1cccc([N+](=O)[O-])c1 (stereo not given) | i | 1.94
COc1ccc(S(=O)(=O)C(C#N)c2nc3ccccc3nc2N2CCCCC2)cc1 (stereo not given) | i | -0.03
N#Cc1c(-c2ccccc2)nc(SCc2cccc(Cl)c2)[nH]c1=O | i | 1.11
CC(=O)C1C(=O)C=C(c2cccs2)CC1c1ccccc1 (stereo not given) | i | -1.51
C=CCN(c1ccccc1OC)S(=O)(=O)c1cccc(C(=O)OCC(=O)c2c[nH]c3ccccc23)c1 | i | 0.01
O=C(Nc1cccnc1)c1cc(-c2ccc(Cl)c(Cl)c2)on1 | i | 0.15
CCCCNC(=O)C1(c2ccc(OC)cc2)CCOCC1 | i | 0.08
O=C(COC(=O)c1ccc(S(=O)(=O)NCc2ccco2)cc1)Nc1ccccc1OC(F)F | i | -0.74
Cc1ccc(S(=O)(=O)N2CCC(C(=O)OCC(=O)N(C)C3CCCCC3)CC2)cc1C | i | 0.15
CCOC(=O)C1(CC2CC2)CCN(Cc2ccc3cccc(F)c3n2)CC1 | i | -3.2
COc1ccc(OC)c(NC(=O)CSc2nc3ccccc3c(=O)n2CC2CCCO2)c1 (stereo not given) | i | 0.06
Cc1csc(N/N=C/c2ccccc2F)n1 | i | 2.19
CC(NCC(O)COc1ccc2ccccc2c1)c1ccccc1 (stereo not given) | i | -3.09
Cc1ccc(S(=O)(=O)NCCSc2nnc(N)s2)cc1 | i | 1.57
O=C(NNS(=O)(=O)c1ccc([N+](=O)[O-])cc1)C1CCCCC1 | i | 0.35
CN(C)C(=O)N1CCCC(C(=O)NCCc2ccccc2)C1 (stereo not given) | i | 0.58
Cc1cc(C)c2cc(CN(CC3CCCO3)C(=S)NCc3ccco3)c(=O)[nH]c2c1 (stereo not given) | i | 1.18
O=C(NCCCNC(=O)NC1CCCCC1)NC1CCCCC1 | i | -1.22
CCCCOc1ccc(S(=O)(=O)N2CCCCCC2)cc1 | i | -0.41
O=C(Cn1cccc1C(=O)c1ccccc1)NCc1ccc(F)cc1 | i | -1.32
CSc1cccc(NC(=S)N(CCCN2CCCC2)Cc2cccn2Cc2ccc(Cl)cc2)c1 | i | -0.46
Cc1c(N2C(=O)/C(=C/c3ccccc3)SC2=S)c(=O)n(-c2ccccc2)n1C | i | 0.13
COc1cc(C(=O)NC2(C(F)(F)F)NC(=O)N(CCCc3ccccc3)C2=O)cc(OC)c1OC (stereo not given) | i | 1.3
Cc1ccnc(NS(=O)(=O)c2ccc(NC(=O)CC(C)c3ccccc3)cc2)n1 (stereo not given) | i | -1.2
OCCN(Cc1ccccc1)Cc1cccc(Cl)c1Cl | i | 0.52
C=CCn1c(Sc2ccccc2)nc2c1c(=O)[nH]c(=O)n2C | i | -0.88
CCc1ccc(N(C(=O)CNC(=O)c2cccs2)C(C(=O)NC(C)(C)C)c2cc(OC)c(OC)c(OC)c2)cc1 (stereo not given) | i | 1.17
CSc1ccccc1C(=O)NCCSc1ccc(C)cc1 | i | -0.97
CNc1cccccc1=S | i | -0.51
CC(C)c1ccccc1OCCNC(=O)c1cccnc1 | i | -0.99
CN1CCN(C(=O)c2ccc(OCCOc3ccccc3)cc2)CC1 | i | 0
COC(=O)c1[nH]c2ccccc2c1Sc1ccccc1 | i | -0.41
CCOC(=O)c1c(S(=O)(=O)NCc2ccc(C)o2)c(C)n(C)c1C | i | -3.53
O=C(Nc1nccs1)c1ccc2ccccc2c1 | i | 0.07
CCOc1ccccc1N1CC(C(=O)NCCc2ccc(S(N)(=O)=O)cc2)CC1=O (stereo not given) | i | -0.68
Cc1cc(C=O)c(C)n1-c1sc2c(c1C(=O)O)CCCC2 | i | -0.17
O=C(N/N=C/c1nn(-c2ccccc2)cc1-c1ccccc1)c1ccncc1 | i | -0.77
Cc1ccsc1C(C(=O)NC(C)(C)C)N(C(=O)c1csnn1)c1ccccc1 (stereo not given) | i | 1.11
CN(C)c1ccc(C(c2nnnn2C(C)(C)C)N2CCc3ccccc3C2)cc1 (stereo not given) | / | 0.33
CSc1ccc(S(=O)(=O)NC2CCCCCC2)cc1 | i | -0.52

(further entries)
SMILES | CHT block | Kir21 inh
COC(=O)CSc1nnc(-c2ccco2)n1-c1ccc(C)cc1 | i | 0.05
Cc1ccc(-n2nnnc2SCC(=O)NNC(=O)c2ccc([N+](=O)[O-])cc2)cc1 | i | -0.08
Cc1ccc(C)c(S(=O)(=O)NNC(=O)c2sc(NS(=O)(=O)c3ccccc3)nc2C)c1 | i | 0.57
COc1ccc(CCNC(=O)C(=O)NCC2OCCCN2S(=O)(=O)c2cc(C)ccc2C)cc1 (stereo not given) | i | 0.13
O=c1nc2n(c3c1oc1ccccc13)Cc1ccccc1-2 | / | 0.88
O=C(NNS(=O)(=O)c1cccc(Cl)c1Cl)c1cccc(S(=O)(=O)N2CCOCC2)c1 | i | 0.49
O=C(CNC(=O)c1cccs1)NCC(=O)OCc1ccccc1Cl | i | 0.24
CN(C1CCCCC1)S(=O)(=O)CCNC(=O)c1ccccc1 | i | 0.48
CCn1c2ccccc2c2nnc(SCC(=O)NC(CC(C)C)C(=O)OC)nc21 (stereo not given) | i | 1.57
O=C(Cc1nc2ccccc2[nH]c1=O)c1ccccc1 | / | -0.11

No enrichment for hits; any-hit rate near 1.6%.
